# ABHD5-PLIN5 inh: ABHD5-PLIN5 interaction inhibitors, primary screen, cell lysate, split luciferase complementation, luminescence; Split G. princeps luciferase complementation, 4 h; inhibition, % at 4 µM; 360,000 compounds, 0.78% hits;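 active = inhibition above the mean inhibition across every tested compound plus 3 SD, cut at about 22% in these data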;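 also: 0% = DMSO only wells and the 100% control is not disclosed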
# TROY NFkB inh: inhibitors of TROY-driven NF-kB signaling, primary screen, Q293 LMP1-TROYcd cells, NF-kB luciferase, uHTS; Q293 LMP1-TROYcd NF-kB luciferase reporter, 4 h; inhibition, % at 10 µM; 360,000 compounds, 0.98% hits; AID 1347056, 2019;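 active = compounds whose plate-normalised and pattern-corrected inhibition of the luciferase reporter signal at the single screening dose is 50% or more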
# COUP-TFII inh: NR2F2 transcriptional activity inhibitors, primary screen, cell-based, luciferase reporter, HEK293T, luminescence | COUP transcription factor 2 (Homo sapiens), P24468 | HEK293T NGFI-A luciferase reporter | inhibition, % at 8.6 µM | 370,000 compounds, 0.7% hits | AID 686940, 2013;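 active = inhibition above a per-plate cutoff, mean inhibition of test wells between control levels plus 3 SD, cut at about 38% in these data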;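 also: cells cotransfected with COUP-TFII expression vector driving the NGFI-A reporter; 0% = median of COUP-TF2 test wells and 100% = reporter-only cells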
# NOD2 RIPK2 PPI: NOD2-RIPK2 binding disruptors in cells, primary screen, fluorescence, CHO cells, BLA complementation | AID 624267, 2012 | CCF4 ratio | inhibition, % at 4.98 µM | 360,000 compounds, 0.38% hits | Receptor-interacting serine/threonine-protein kinase 2 (Homo sapiens), O43353; in the data active = inhibition above about 21%;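 also: 0% = vehicle only and 100% = reference blocker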
# Granule exo inh: LAMP-1 surface exposure blockers, TALL-104 cells – cell-based, flow cytometry, MLPCN library, primary screen; TALL-104 LAMP-1 surface exposure; cells stimulated with thapsigargin and PMA; inhibition, % at 10 µM; 360,000 compounds, 0.66% hits; AID 651702, 2012;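 active = inhibition above about 55%, limit read from the data; inconclusive = no clear call, values can overlap the other calls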
# LRH-1 inv ag: LRH-1 (NR5A2) inverse agonists, primary screen, cell-based, luminescence, HEK293T, StAR-luciferase reporter | inhibition, % at 3.6 µM | Nuclear receptor subfamily 5 group A member 2 (Homo sapiens), O00482 | AID 602396, 2012 | 360,000 compounds, 0.13% hits | LRH-1 transfected, 24 h;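 active = inhibition above the mean inhibition of all tested compounds plus 3 SD, cut at about 73% in these data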;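 also: 0% = DMSO wells and 100% = reporter-only cells lacking LRH-1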
# TWEAK Fn14 block: inhibitors of TWEAK-Fn14 signaling, primary screen, luciferase reporter cells, uHTS; inhibition, % at 10 µM; 360,000 compounds, 2% hits; TWEAK-stimulated Fn14 reporter cells, luciferase luminescence, 8 h; in the data active = inhibition above about 50%
# TLR9-MyD88 block: inhibitors of TLR9-MyD88 association in cells, primary screen, cell-based, CHO, BLA complementation, fluorescence | Toll-like receptor 9 (Homo sapiens) + Myeloid differentiation primary response protein … | CCF4 FRET ratio | inhibition, % at 4.98 µM | 340,000 compounds, 0.21% hits | AID 504734, 2011;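 active = inhibition above the mean over all tested compounds plus 3 SD, cut at about 21% in these data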;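 also: 0% = DMSO only wells and 100% = clavulanate BLA inhibitor control wells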
# Target sequence (Q99836 whole entry, looked up): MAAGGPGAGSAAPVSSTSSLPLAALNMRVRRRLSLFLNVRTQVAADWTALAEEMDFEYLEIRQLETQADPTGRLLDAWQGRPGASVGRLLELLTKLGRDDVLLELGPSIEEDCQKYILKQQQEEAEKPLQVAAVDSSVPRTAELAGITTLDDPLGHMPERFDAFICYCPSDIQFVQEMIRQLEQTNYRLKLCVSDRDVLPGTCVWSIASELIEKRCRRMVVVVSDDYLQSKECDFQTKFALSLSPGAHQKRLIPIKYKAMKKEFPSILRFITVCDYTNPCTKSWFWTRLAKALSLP
# Target sequence (Q9NR96 whole entry, looked up): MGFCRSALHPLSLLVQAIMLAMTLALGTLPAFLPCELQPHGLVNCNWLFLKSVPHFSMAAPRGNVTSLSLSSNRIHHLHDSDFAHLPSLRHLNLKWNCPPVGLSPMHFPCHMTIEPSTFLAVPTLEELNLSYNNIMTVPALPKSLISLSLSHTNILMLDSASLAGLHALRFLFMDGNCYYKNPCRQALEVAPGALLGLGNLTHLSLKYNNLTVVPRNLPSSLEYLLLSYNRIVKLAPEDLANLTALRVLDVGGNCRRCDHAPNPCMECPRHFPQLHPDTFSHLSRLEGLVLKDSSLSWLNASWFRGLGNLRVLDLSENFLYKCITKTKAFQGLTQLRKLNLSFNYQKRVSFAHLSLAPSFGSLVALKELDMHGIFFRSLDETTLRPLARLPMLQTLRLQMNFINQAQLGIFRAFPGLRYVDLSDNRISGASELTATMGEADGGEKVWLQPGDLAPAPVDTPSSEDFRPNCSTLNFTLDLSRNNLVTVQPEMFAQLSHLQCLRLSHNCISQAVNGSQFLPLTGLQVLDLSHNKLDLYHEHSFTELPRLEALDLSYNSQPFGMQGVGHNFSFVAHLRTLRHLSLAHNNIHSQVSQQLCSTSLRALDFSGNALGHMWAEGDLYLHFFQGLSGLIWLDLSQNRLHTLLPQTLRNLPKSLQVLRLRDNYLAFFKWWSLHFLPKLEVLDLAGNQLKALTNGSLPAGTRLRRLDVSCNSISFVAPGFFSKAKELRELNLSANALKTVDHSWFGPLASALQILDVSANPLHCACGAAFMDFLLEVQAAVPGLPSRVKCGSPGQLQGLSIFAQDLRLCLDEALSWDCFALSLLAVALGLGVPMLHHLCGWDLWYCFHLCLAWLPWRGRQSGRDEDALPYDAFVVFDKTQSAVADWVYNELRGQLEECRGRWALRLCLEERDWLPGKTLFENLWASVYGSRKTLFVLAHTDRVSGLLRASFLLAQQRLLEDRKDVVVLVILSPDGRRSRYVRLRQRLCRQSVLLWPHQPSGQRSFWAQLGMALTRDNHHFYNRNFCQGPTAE
# NCOA3 inh: SRC3 coactivator transcriptional activity inhibitors, primary screen, cell-based, luminescence; 360,000 compounds, 0.17% hits; HEK293 GAL4-SRC3 luciferase reporter; inhibition, % at 3.6 µM;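 active = inhibition above a per-campaign cutoff, the mean of all compounds plus 3 SD, cut at about 60% in these data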;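 also: 0% = DMSO-treated cells and 100% = gossypol-treated cells at 36 µM; higher means less SRC3-driven luciferase light from the GAL4 reporter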
# SRC1 inh: SRC1 coactivator transcriptional activity inhibitors, primary screen, cell-based, luminescence. Nuclear receptor coactivator 1 (Homo sapiens), Q15788. HEK293 GAL4-SRC1 luciferase reporter. inhibition, % at 3.6 µM. 360,000 compounds, 0.12% hits. AID 588354, 2011;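 active = inhibition above the campaign mean plus 3 SD, with each screening campaign given its own cutoff, cut at about 60% in these data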;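 also: 0% = DMSO treated cells and 100% = gossypol at 36 µM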
# NCOA2 inhibitor: inhibition of GAL4-SRC2 driven luciferase reporter, primary screen, SRC2 inhibitor project, cell-based, luminescence; HEK293 GAL4-SRC2 luciferase reporter; inhibition, % at 9 µM; 370,000 compounds, 0.17% hits; AID 651957, 2012;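 active = inhibition above the mean inhibition of all tested compounds plus 3 SD, set per campaign, cut at about 52% in these data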;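 also: 0% = DMSO treated cells and 100% = cells given Gossypol at 36 µM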
# Active calls of the source: *; ? = inconclusive; . = not tested or not shown. An excerpt, so the mix of outcomes need not match the whole.
SMILES,ABHD5-PLIN5 inh,TROY NFkB inh,COUP-TFII inh,NOD2 RIPK2 PPI,Granule exo inh,LRH-1 inv ag,TWEAK Fn14 block,TLR9-MyD88 block,NCOA3 inh,SRC1 inh,NCOA2 inhibitor
NS(=O)(=O)c1ccc(CNC(=S)NC(=O)c2ccco2)cc1,-7,-10,-11,1,-3,-8,13,-10,0,5,26
O=C(NCCc1ccccc1)C(=O)NCC1(c2ccccc2)CCCC1,-2,-18,6,7,0,-5,5,13,9,1,-16
CCOC(=O)Nc1sc2nc(C)cc(C)c2c1-n1cccc1,-9,2,-18,7,0,11,16,-15,12,-3,-21
Cc1ccc(-n2cc(CN(C)Cc3nccn3C)c(-c3cccc(C)c3)n2)cc1,3,-5,10,0,4,-9,-13,7,11,-12,11
Cc1ccccc1CNC(=O)/C=C\C(=O)O,4,75*,-2,-7,-3,1,1,4,-2,12,1
O=C(OCc1ccccc1)/C(=C/c1cccc([N+](=O)[O-])c1)NC(=O)c1ccco1,2,-4,20,-3,21,4,-2,2,10,14,15
COc1cc(CC(=O)OCC(=O)Nc2cc([N+](=O)[O-])ccc2Cl)cc(OC)c1OC,-1,10,18,-2,1,-8,-19,-14,13,3,19
Cc1nnc(Nc2ccc(C(=O)NCCO)cc2)c2ccccc12,4,5,-20,-2,-2,-3,-1,-4,-2,-7,-21
CCCCNC(=O)C1COc2ccccc2O1 (stereo unspecified),5,-5,-14,-4,-3,6,12,4,10,-4,-1
Cc1cc(C(=O)CSc2ncccn2)c(C)n1-c1cccc(F)c1,-6,-26,-43,-11,0,-153,-12,-8,-92,-111,-55
Cn1nnnc1Sc1ncnc2scc(-c3cccc(S(C)(=O)=O)c3)c12,-3,27,-6,-1,-1,11,61*,0,30,11,38
CCN(CC)c1nc2n(c(=O)n1)CCN2CC,-3,0,18,-5,-1,-12,11,-11,0,-11,16
CCC(=O)Nc1cccc(NC(=S)NC(=O)c2ccc(C)cc2)c1,3,-24,0,-3,-4,-124,5,0,-82,-101,-33
CC(=O)N1CCN(c2ccc([N+](=O)[O-])c(-n3nc(C)cc3C)c2)CC1,-3,8,-3,-11,-2,-9,8,0,5,-1,-15
Nc1nc(COC(=O)C2CC(=O)N(Cc3ccccc3Cl)C2)nc(Nc2ccccc2)n1 (stereo unspecified),-1,-7,-9,2,-3,-9,0,2,-14,-1,5
COc1ccc(C)cc1S(=O)(=O)Nc1ccccc1C,-6,28,-1,1,0,2,5,7,12,-6,-18
CCOC(=O)C1(C)NC(c2ccc(OC)cc2OC)C2C(=O)N(c3cccc(OC)c3)C(=O)C21 (stereo unspecified),-1,4,-9,9,0,11,1,3,9,2,-16
Cc1cc(C)cc(N(C(=O)CNC(=O)c2ccco2)C(C(=O)NC2CCCCC2)c2cccnc2)c1 (stereo unspecified),-2,4,-2,0,7,-1,3,3,-16,8,-2
CC1COC(C)(CC(=O)NN2C(=O)c3ccccc3C2=O)O1 (stereo unspecified),2,-5,-3,-1,-4,1,-8,-1,11,-7,21
Cc1nc(SCC(=O)N2CC(C)OC(C)C2)nc(C)c1C (stereo unspecified),-3,5,8,-10,-3,6,0,-4,-3,-4,-14

# Sorted by length of the SMILES (ascending): part of the list above
SMILES,ABHD5-PLIN5 inh,TROY NFkB inh,COUP-TFII inh,NOD2 RIPK2 PPI,Granule exo inh,LRH-1 inv ag,TWEAK Fn14 block,TLR9-MyD88 block,NCOA3 inh,SRC1 inh,NCOA2 inhibitor
CCCCNC(=O)C1COc2ccccc2O1 (stereo unspecified),5,-5,-14,-4,-3,6,12,4,10,-4,-1
CCN(CC)c1nc2n(c(=O)n1)CCN2CC,-3,0,18,-5,-1,-12,11,-11,0,-11,16
COc1ccc(C)cc1S(=O)(=O)Nc1ccccc1C,-6,28,-1,1,0,2,5,7,12,-6,-18
Cc1nc(SCC(=O)N2CC(C)OC(C)C2)nc(C)c1C (stereo unspecified),-3,5,8,-10,-3,6,0,-4,-3,-4,-14
Cc1cc(C(=O)CSc2ncccn2)c(C)n1-c1cccc(F)c1,-6,-26,-43,-11,0,-153,-12,-8,-92,-111,-55
CCC(=O)Nc1cccc(NC(=S)NC(=O)c2ccc(C)cc2)c1,3,-24,0,-3,-4,-124,5,0,-82,-101,-33
Cn1nnnc1Sc1ncnc2scc(-c3cccc(S(C)(=O)=O)c3)c12,-3,27,-6,-1,-1,11,61*,0,30,11,38
Nc1nc(COC(=O)C2CC(=O)N(Cc3ccccc3Cl)C2)nc(Nc2ccccc2)n1 (stereo unspecified),-1,-7,-9,2,-3,-9,0,2,-14,-1,5
Cc1cc(C)cc(N(C(=O)CNC(=O)c2ccco2)C(C(=O)NC2CCCCC2)c2cccnc2)c1 (stereo unspecified),-2,4,-2,0,7,-1,3,3,-16,8,-2

# (next part)
SMILES,ABHD5-PLIN5 inh,TROY NFkB inh,COUP-TFII inh,NOD2 RIPK2 PPI,Granule exo inh,LRH-1 inv ag,TWEAK Fn14 block,TLR9-MyD88 block,NCOA3 inh,SRC1 inh,NCOA2 inhibitor
Cc1ccnc(Nc2cccnc2)n1,5,9,-3,3,0,5,-13,.,-9,7,-4
COc1ccc(CCN(C)C(=O)/C=C/c2c(Cl)nc3ccccn23)cc1OC,0,-34,3,-1,2,13,-4,9,13,-8,20
Cc1ccc(-c2csc(NC(=O)C[n+]3cc(-c4ccccc4)n4c3CCC4)n2)cc1,14,-7,-17,-2,-3,-32,11,.,-5,-21,15
C[C@H](NC(=O)CCCn1nnc2ccccc2c1=O)C(=O)O,-12,13,-6,1,-3,13,-4,4,-3,-7,-3
Cc1ncn(-c2ccccc2)c1-c1ccccc1,-3,1,5,4,-7,-18,14,9,-15,7,22
O=C(CN1CC(=O)Oc2ccccc21)OCC(=O)c1cccc(Br)c1,-1,9,.,8,-2,4,-11,4,-3,-13,.
C[C@H](CO)N1C[C@H](C)[C@@H](CN(C)S(=O)(=O)c2ccccc2)Oc2c(NS(=O)(=O)c3ccc(F)cc3)cccc2C1=O,2,-21,-1,-9,-1,4,-6,-1,0,4,-17
Cc1ccc(OCC(=O)NNC(=O)CSc2ncc(C#N)c(N)n2)cc1,-2,3,3,0,3,-6,-9,4,7,-8,13
COCCn1nnnc1C(c1cccs1)N1CCN(c2ccccc2)CC1 (stereo unspecified),-5,16,-5,11,-5,-10,-3,0,15,0,13
Cc1ccc(S(=O)(=O)N2CCN(C(=O)[C@H](Cc3ccccc3)NC(=O)c3ccco3)CC2)cc1,4,2,5,6,-1,-7,21,-2,0,-3,9
CCn1c(SCC(=O)NC2CCCC2)nnc1-c1ccncc1,-2,-4,-4,1,-10,-1,14,1,1,-3,7
CCOc1ccc(NC(=O)N(CCN2CCOCC2)Cc2ccc3c(c2)CCCN3CC)cc1,1,-1,-2,1,2,20,-3,5,0,5,26
O=C(NCc1ccc2c(c1)OCO2)C1CC(=O)N(c2ccc(Cl)cc2)C1 (stereo unspecified),1,21,-1,-4,12,2,41,-7,12,-5,-8
Oc1ccc(Cl)cc1C=NN1CCCCCC1,-6,-77,-7,-2,3,-10,-28,-8,-101,-79,-54
CCOc1ccc(-c2c(C(=O)N/N=C/c3sccc3C)nnn2-c2nonc2N)cc1,-9,-13,-2,-18,1,17,6,4,3,-27,6
CS(=O)(=O)Nc1ccc2[nH]c(=O)[nH]c2c1,-2,-45,.,-2,0,2,3,-6,0,0,.
COc1cc(C2C(C#N)=C(N)Oc3c2ccc2ccccc32)ccc1OCC(=O)Nc1ccccc1C (stereo unspecified),6,15,-19,-10,3,-6,16,-3,14,-27,-18
Cc1cc2[nH]c3ccccc3c2c(C)n1,9,13,-8,-3,-4,-18,31,3,34,27,-57
O=c1cc(N=Nc2ccc(Cl)cc2)[nH]c(=O)[nH]1,-20,25,20,-5,77*,-3,58*,-19,-27,-16,4
CC(=O)Nc1ccc(S(=O)(=O)N2c3ccccc3C(C)=CC2(C)C)cc1,-3,32,-50,23*,-1,24,9,4,13,-25,-2
Cn1nc(C(F)(F)F)c(C#N)c1N1CCN(c2cccc(C(F)(F)F)c2)CC1,-2,26,12,3,0,-9,-7,-7,1,-4,-20
COc1cccc(CN2CCN(C(=O)c3cc(-c4cccnc4)nc4ccc(C)cc34)CC2)c1,9,-1,25,-1,-3,-10,27,1,11,7,-3
O=C(Nc1ccc(CN2CCOCC2)cc1)c1ccc(Cl)cc1Cl,5,-42,31,-8,-2,-14,-10,8,4,2,8
COc1ccc(CNS(=O)(=O)NCc2ccc(C)cc2)cc1OC,-3,16,8,-9,?,0,2,-1,14,9,-7
CN(C)S(=O)(=O)n1cc(/C=C(\NC(=O)c2ccccc2F)C(=O)N2CCCCC2)c2ccccc21,8,11,-4,-46,7,4,-11,-2,19,-2,9
O=C(/C=C/c1cn(-c2ccccc2)nc1-c1ccccc1)Nc1ccc(C(=O)O)cc1,-1,-44,-24,4,13,7,47,-3,3,-24,-18
Cn1c(=O)[nH]c(=O)c2c1nc(CN1CCOCC1)n2CCCO,-13,-22,-7,-12,-1,8,-14,6,13,9,-20
CC(=O)Nc1c(C)nn(C(C)=O)c1C,0,-8,-5,7,0,-22,2,5,7,8,-5
CC1Cc2[nH]c(=S)[nH]c(=O)c2C(C(C)C)O1 (stereo unspecified),-4,-7,-3,-1,-4,5,18,.,.,.,12
CCN(CC)S(=O)(=O)c1ccc(OC)c(NC(=O)CSc2cc(Cl)ccc2Cl)c1,-2,5,-1,-5,7,0,17,-3,10,-20,-6
CCS(=O)(=O)N1CCC(C(=O)NCCc2ccccc2)CC1,-8,-14,5,-7,2,-42,-20,-8,-29,-6,-14
COc1ccc(-n2c(COc3ccccc3)nnc2SCC(N)=O)cc1,-7,3,-3,-8,-1,8,-25,1,1,-6,13
COc1ccc(-c2cc([C@H]3[C@@H]4C=CCC[C@@]4(C)C(=O)N3Cc3ccccc3)ccc2F)cc1,-11,-19,7,-10,8,15,-2,4,-42,10,-17
